Bioassay records: PubChem BioAssay, several laboratories
P. falciparum M1AAP = P. falciparum M1AAP inhibitors, biochemical, fluorogenic H-Leu-NHMec substrate, 1536-well (AID 1445) | actives 0.42% (n = 220,000) | recombinant M1AAP, H-Leu-NHMec fluorogenic kinetic assay; higher % means a stronger effect | inhibition, % at 30 µM; hits with a dose series show IC50 in µM;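 active = primary inhibition above the hit cutoff, then over 50% inhibition at one or more dose response concentrations, cut at about 23% in these data, passing the limit was not always enough; inconclusive = conflicting primary data, or primary hits not chosen for dose response; inactive = low primary inhibition, or under 50% at every dose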;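 also: plate controls were DMSO full reaction for no effect and no enzyme background for full effect; strong numbers were not always called active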
Dynein transport = blocks dynein driven cargo transport along microtubules; 3617.4 mouse cells, GR-EGFP nuclear translocation imaging; test concentration mostly 20 µM; stimulated with dexamethasone, 1 µM; active compounds read low; actives 0.47% (n = 220,000); AID 1381; z-score, hits read low;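 active = plate z-score of nuclear minus cytoplasmic receptor signal below a set negative limit, without overly bright fluorescence or cell loss, cut at about -3.5 in these data, passing the limit was not always enough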;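 also: z-score of nuclear minus cytoplasmic ring GR-EGFP intensity difference per well; some compounds called inactive have numbers as strong as hits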
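Buffer or medium: tetracycline-free induction medium containing charcoal-stripped FBS / Reagent: dexamethasone agonist, 1.0 µM final, for 30 min / Technique: automated 10x imaging of fixed Hoechst-stained cells / Times: induction 48 h, compound 1 h, agonist 30 min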
bCat nuc transl = modulators of beta-catenin nuclear translocation; actives 0.3% (n = 190,000); AID 1665; HeLa beta-catenin nuclear translocation, immunofluorescence imaging; nuclear translocation activity, % at 5 µM;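 active = nuclear translocation activity above 50% at 5 µM, with a well cell count of 50 or more; inconclusive = wells under 50 cells across six images, flagged as toxic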;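 also: per-cell ratio of nuclear to cytoplasmic median beta-catenin stain intensity; plate controls were DMSO negative control for no effect and GSK-3 inhibitor IX positive control for full effect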
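Technique: fluorescence imaging of beta-catenin antibody stain plus DAPI / Material: human HeLa cell line / Incubation: compound treatment 24 h, 37°C, 5% CO2 / Read-out basis: % activation of per-cell nuclear versus cytoplasmic median beta-catenin signal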
Yfh1-off respiration = enhancers of respiration in Yfh1-depleted yeast, dose response, Friedreich's ataxia, plus single-dose screen (AID 1465); actives 0.074% (n = 220,000); S. cerevisiae Yfh1-off respiration, WST-1 reduction, 72 h; higher fold induction means a stronger effect; fold induction at 50 µM, or EC50 in µM where a hit was titrated;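 active = fold induction of absorbance versus untreated yeast above a set limit, then at least 30% activation at any dose in follow-up; inconclusive = repeats straddling the limit, or above it without dose testing; inactive = fold induction below the set limit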;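 also: activators that raise dye reduction in frataxin-depleted yeast; strong numbers were not always called active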
MT stabilize HCS = microtubule stabilizers in HeLa cells; HeLa tubulin immunostaining HCS, 24 h; share of cells brighter than vehicle mean+2SD; % tubulin-high responders, % at 10 µM; actives 0.83% (n = 200,000);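 active = plate Z-score above 3 for both tubulin-high and condensed-nucleus cell shares, with cell loss under 80%, at 10 µM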;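 also: anti alpha tubulin signal scored within the nucleus-defined area of each cell; some results filed as inactive read as strong as hits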
P. falciparum M17LAP = P. falciparum M17LAP inhibitors, primary screen, biochemical, fluorogenic H-Leu-NHMec substrate, 1536-well (AID 1619). recombinant M17LAP, H-Leu-NHMec fluorogenic kinetic assay; higher % means a stronger effect. inhibition, % at 30 µM; hits with a dose series show IC50 in µM. actives 0.38% (n = 220,000);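 active = compound inhibiting the enzyme by more than half at any dose during confirmatory dose-response retesting; inconclusive = strong single-dose inhibitors picked by rank but not retested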;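 also: plate controls were full reaction with DMSO carrier for no effect and no enzyme background for full effect; strong numbers were not always called active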
WT yeast gro inh = growth inhibition of WT yeast, mitochondrial fusion screen; AID 1362; mitochondrial fusion phenotypic screen, WT strain; inhibition, % at 10 µM; actives 2.1% (n = 190,000); in the data active = inhibition above about 58%; tested in S. cerevisiae
T cell modulator = T cell immune modulation candidate | 2C CD8+ T cell-vesicle binding, flow cytometry; active compounds read low | calls only at 7 µM | actives 0.068% (n = 330,000);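 active = response, share of CD8 T cells binding vesicles, and their 90th percentile fluorescence all below set limits, cut at about 80% in these data, passing the limit was not always enough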
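Also added: QL9-peptide-loaded Drosophila micro-vesicles bearing Ld, ICAM-1 and B7-1; Test system: purified 2C TCR transgenic mouse naive CD8+ T cells; Measured by: cytometric PE anti-B7-1 and Alexa647 anti-CD8 signals after 1% paraformaldehyde fixation; Timing: binding step 1.5 h, 37 °C, antibody labelling 20 min, ice.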
Autophagy HCS = modulators of autophagy; calls only at 10 µM (by protocol); AID 463193; actives 0.98% (n = 190,000); MEF GFP-LC3 puncta imaging; test concentration mostly 10 µM;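 active = percentage of spot-positive cells more than 3 SD above its plate mean, without a fluorescence outlier flag or 80% toxicity; inconclusive = no clear call, values can overlap the other calls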;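 also: spot-positive cell cutoff set from DMSO-treated cells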
WT yeast gro inh mutant strain = also measured in WT yeast gro inh; calls as there; inhibition, %; mitochondrial fusion phenotypic screen, mutant strain inhibition
Dynein transport cytoplasmic EGFP = also measured in Dynein transport; calls as there; z-score; measured here: cytoplasmic GR-EGFP intensity; active compounds read high
Dynein transport nuclear GR-EGFP = further read-out of Dynein transport, marked with its call; z-score; measured here: nuclear GR-EGFP intensity;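 lower value marks the stronger effect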
Dynein transport cell count = recorded beside Dynein transport, whose call it bears; z-score; measured here: cell count per field
bCat nuc transl cell count 5 µM = second read-out of bCat nuc transl, no call of its own (marks repeat the call); cell count; measured here: cell count, cytotoxicity flag
T cell modulator vesicle-bound % = second read-out of T cell modulator, no call of its own (marks repeat the call); double positive events, %; measured here: CD8+ vesicle-bound cell fraction;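 binding gate set so that unloaded-vesicle control wells show 10% double positive cells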
MT stabilize HCS Hoechst-high % = recorded beside MT stabilize HCS, whose call it bears; % Hoechst-high responders; measured here: nuclear condensation Hoechst responders;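 share of cells brighter than vehicle mean plus two SD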
MT stabilize HCS cytotoxicity % = recorded beside MT stabilize HCS, whose call it bears; toxicity, %; measured here: cytotoxicity by cell density;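 0% = mean cell density of plate MIN control wells and 100% = no cells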
Autophagy HCS cell loss 18 h = second read-out of Autophagy HCS, no call of its own (marks repeat the call); toxicity, %; measured here: cell loss, nuclei count;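 cell loss after 18 h compound exposure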
* = called active by the depositor; i = inactive; ? = inconclusive; nt = not tested or not shown; + = active, no number. Compounds as they come; 4.4% or so of the library scored in one or more.

Results follow in this order: P. falciparum M1AAP	Dynein transport	Dynein transport cytoplasmic EGFP	Dynein transport nuclear GR-EGFP	Dynein transport cell count	bCat nuc transl	bCat nuc transl cell count 5 µM	Yfh1-off respiration	MT stabilize HCS	MT stabilize HCS Hoechst-high %	MT stabilize HCS cytotoxicity %	P. falciparum M17LAP	WT yeast gro inh	WT yeast gro inh mutant strain	T cell modulator	T cell modulator vesicle-bound %	Autophagy HCS	Autophagy HCS cell loss 18 h
- Cc1cc(CN(C)Cc2cn(C)nc2-c2ccc(Oc3ccccc3)cc2)on1
→ 3%	-1.4	-0.18	-0.75	0.76	-0.8	1429	i	nt	nt	nt	-7%	nt	nt	i	43	nt	nt
- Cc1c(-c2ccccc2)[n+](=O)c(-c2ccc(Cl)cc2)c(C)n1[O-]
→ 1%	1.4	-0.16	1.1	-1.7	0.9	1477	i	3.1	3.6	6.9	-2%	-18	0	i	52	i	-1
- CC1CC(C)CN(C(=O)CNC(=O)Cn2ccc3ccccc3c2=O)C1 (stereo unspecified)
→ 12%	0.56	-0.36	0.27	-0.75	-1.3	1084	i	2.4	2.3	9.3	-3%	-15	3	i	24	i	-4
- Cc1cccc(N2CCN(C(=O)C3CCN(S(=O)(=O)c4cnc[nH]4)CC3)CC2)c1C
→ 3%	-0.022	-0.23	0.15	0.23	-0.3	1045	i	3.6	2.5	2.8	-3%	0	4	i	35	i	18
- CCCNc1c(NC(C)=O)c(=O)oc2ccccc12
→ 1%	-0.71	-0.22	-0.16	0.053	1.0	929	i	3.2	2.2	6.1	-3%	-14	17	i	29	i	2
- COc1nc(Nc2ccc([N+](=O)[O-])cc2)nc(NC(C)C)n1
→ 6%	-0.27	-0.25	-0.48	0.55	nt	nt	i	2.3	3.7	3.9	6%	9	11	i	37	i	24
- CCCCNC(=S)N/N=C1\CCCCc2ccccc21
→ -1%	-0.54	-0.29	-0.58	0.52	-1.3	1054	i	3.3	1.4	4.0	-3%	62	63	i	38	i	-12
- CN(C(=O)NC1CCCCC1)c1ccccc1
→ 2%	-0.13	-0.21	0.26	0.1	0.4	1507	i	2.0	3.3	6.6	-5%	-1	4	i	27	i	0
- CCOC(=O)c1cc(C)sc1NC(=O)C(c1ccccc1)c1ccccc1
→ 7%	1.8	-0.17	1.6	-0.83	-0.5	483	i	4.1	2.6	11	3%	6	-19	i	58	i	-19
- Cc1ccccc1Cn1cc(NC(=O)c2cc3nc(-c4ccco4)cc(C(F)(F)F)n3n2)cn1
→ 4%	0.44	0.0098	0.53	-0.85	nt	nt	i	17	10	33	7%	30	30	i	46	i	51
- CC(=O)N1CCCC1(C(=O)O)c1ccccc1 (stereo unspecified)
→ 3%	0.41	-0.28	-0.22	0.2	-0.6	1266	i	nt	nt	nt	-3%	nt	nt	i	30	nt	nt
- CC(C)OC(=O)c1c(N)sc2c1CCCC2
→ nt	-0.19	0.36	0.078	-0.71	nt	nt	nt	3.7	2.5	5.7	nt	nt	nt	i	36	i	2
- COC(=O)/C=C1/N/C(=N\c2nc(C)cc(C)n2)N(c2ccccc2)C1=O
→ 8%	-0.68	-0.3	-0.47	0.43	-2.1	965	i	3.2	2.5	3.6	24%	-9	-13	i	56	i	-2
- CC(C)CCNC(=O)[C@H](CC(C)C)NC(=O)[C@H]1O[C@@H]1C(=O)O
→ -5%	-1.1	0.12	0.047	0.64	nt	nt	i	2.2	2.1	6.8	-3%	6	3	i	24	i	20
- O=C(COC(=O)CCN=C1NS(=O)(=O)c2ccccc21)NC1CCCCCCC1
→ -2%	0.23	-0.27	0.19	0.5	1.7	1344	i	nt	nt	nt	-3%	nt	nt	i	18	nt	nt
- COC(=O)c1cc(-c2ccc(C)cc2)n[nH]1
→ nt	-1.2	-0.24	-0.2	1.3	-1.4	1020	i	2.6	2.6	14	nt	-13	-12	i	56	i	-5
- CCc1nc(Nc2ccc3nccnc3c2)c2oc3ccccc3c2n1
→ 12%	-0.47	0.11	-0.11	0.55	1.5	1369	i	2.9	2.2	5.8	-9%	14	16	i	30	+	-4.7*
- CC(C)c1nc2oc3c(NCC4CCCO4)ncnc3c2c2c1CCC2 (stereo unspecified)
→ 0%	3	0.044	2.1	-0.99	-2.7	1028	i	6.0	1.6	7.4	-1%	-2	23	i	17	i	17
- C[C@H](NC(=O)c1ccccc1Cl)C(=O)OC(C(=O)Nc1cc(C(F)(F)F)ccc1Cl)c1ccccc1 (stereo partly specified)
→ 1%	2.2	-0.16	1.4	-1.8	-1.5	1100	i	4.3	1.8	0.3	3%	-8	1	i	39	i	-10
- O=C(Nc1ccccc1C(=O)N1CCCCCC1)c1ccccc1
→ 3%	0.54	0.54	0.29	-0.29	-4.2	1202	i	nt	nt	nt	8%	nt	nt	i	27	nt	nt
- COc1ccc(CCN(C)Cc2ccc(OCc3ccccc3)c(OC)c2)cc1OC
→ 2%	1	-0.18	1.3	-0.51	4.1	1394	i	2.3	1.4	4.0	14%	27	18	i	39	i	-13
- COC(=O)C1=C(C)NC(C)=C(C(=O)OC)C1c1ccc(OC(=O)c2ccco2)cc1
→ 2%	0.11	-0.25	0.41	-0.19	-2.6	867	i	2.9	1.2	12	-3%	-11	-4	i	29	i	21
- Cc1ccccc1N1C(=O)c2sc3nc4c(c(=O)n3c2C1=O)CCC4
→ 0%	-1.2	0.031	-0.37	0.47	-3.1	1104	i	3.7	1.4	0.5	20%	3	10	i	33	i	6
- COc1ccc(C(C#N)N2CCCCCC2)cc1OC (stereo unspecified)
→ 2%	-0.49	-0.3	0.021	0.16	-3.3	1022	i	6.2	3.4	11	4%	1	1	i	16	i	7
- Cc1cccc(C)c1N1CCN(S(=O)(=O)N2CCCCC2)CC1
→ -1%	-0.72	-0.1	-0.25	0.41	1.7	971	i	1.6	0.8	2.2	4%	37	11	i	25	i	13
- CCSc1nnc(NC(=O)CSc2nnc(Cc3cccn3C)n2-c2ccc(F)cc2)s1
→ 11%	-0.64	-0.25	-0.15	0.66	0.1	1459	nt	2.0	3.1	7.8	29%	-5	-7	nt	nt	i	6
- CCCSc1nnc2nc3c(nn12)c1ccccc1n3C
→ 2%	-0.84	-0.26	-0.28	0.46	1.0	1174	i	4.3	1.2	9.8	2%	26	12	i	44	nt	nt
- c1ccc(-c2nnc(NC3=NCCC3)o2)cc1
→ 4%	-0.85	-0.25	0.091	0.4	0.3	1562	i	4.9	0.8	23	7%	7	0	i	42	i	16
- CC1(NC(=O)c2cc(S(=O)(=O)N3CCCCC3)ccc2Cl)CCS(=O)(=O)C1 (stereo unspecified)
→ 1%	-0.83	-0.3	-0.32	0.28	nt	nt	i	2.6	1.8	6.4	-4%	5	-12	i	21	i	-2
- Cc1ccc(C)c2c1cc(C)c1nnc(SCC(=O)Nc3cccc(C(=O)O)c3)n12
→ 16%	-0.012	-0.25	0.9	-0.58	-0.7	1408	i	nt	nt	nt	7%	nt	nt	i	55	nt	nt
- COc1ccccc1NC(=O)c1cc([N+](=O)[O-])ccc1NCCN1C(=O)CCC1=O
→ 10%	0.069	-0.3	0.25	0.61	-3.2	1084	i	2.0	1.4	5.2	17%	16	2	i	22	i	26
- Cn1ccsc1=NC(=O)c1ccc(Cl)cc1
→ 2%	1.3	-0.33	1.4	-1.4	-0.8	1583	i	4.2	1.8	7.2	4%	13	23	i	36	i	6
- O=C(O)c1ccc(S(=O)(=O)NC2CCCCC2)cc1
→ 3%	-0.44	-0.14	-0.2	-0.48	0.0	1092	i	2.5	1.4	6.0	12%	-7	12	i	29	i	-2
- Oc1c(Br)cc(Cl)cc1C=Nc1ccc(N2CCOCC2)cc1
→ -3%	0.16	-0.27	-0.034	-0.13	-2.9	1060	i	0.8	0.9	4.2	-3%	11	3	i	63	i	6
- Cc1ccc(NC(=O)CSc2nc3ccccc3c(=O)n2CCCN2CCCCC2)cc1C
→ 1%	-1.5	-0.13	-1.2	0.41	1.6	1378	i	2.4	2.9	2.9	-10%	2	-17	i	62	+	10*
- COc1ccccc1NC(=O)CSc1nc2nc(C)cc(C)c2c(=O)[nH]1
→ 8%	0.0069	-0.18	0.18	0.23	0.3	1087	i	3.0	2.1	6.4	15%	0	0	i	40	i	-8
- Cc1ccc(C(=O)c2ccc([N+](=O)[O-])cc2)cc1C
→ 14%	1.5	-0.25	0.81	-0.36	0.0	1150	i	2.1	2.1	4.2	5%	nt	nt	i	27	i	-3
- CCOC(=O)CN1C(=O)N[C@@H](c2ccccc2)C(C(=O)OC)=C1C
→ 10%	0.29	-0.14	0.45	0.3	-3.2	602	i	4.4	2.7	1.5	1%	-2	-20	i	42	i	15
- CCC(C)N1C(=O)/C(=C/c2c(NCCCOC(C)C)nc3c(C)cccn3c2=O)SC1=S (stereo unspecified)
→ 10%	-7.4	40	2.1	-1.2	-0.7	1375	i	1.8	2.3	7.8	6%	16	-3	i	58	?	nt
